influenza NS1A = NS1A inhibition, H1N1 influenza, cell based functional assay (AID 504329). NS1A functional cell-based assay, percent inhibition; higher % means a stronger effect. inhibition, % at 12.5 µM; hits with a dose series show IC50 in µM. hit rate 0.3% among 340,000; in the data active = a potency from the dose series; inconclusive = inhibition above about 27% without an active follow-up result; note: strong numbers were not always called active
Salmonella PhoP GFP = PhoP regulon inhibitors, Salmonella typhi PhoP promoter GFP reporter, confirmatory (AID 1850); one-dose inhibition, % at 50 µM; IC50 in µM for titrated hits; hit rate 0.33% among 310,000; Salmonella Typhi PhoP-promoter GFP reporter, fluorescence, 4 h; higher % means a stronger effect; in the data active = a potency from the dose series; inconclusive = inhibition mostly from about 25% at the one dose, without a potency; inactive = the rest, 99 in 100 with inhibition below about 19%;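 note: 0% = induced wells with vehicle and 100% = uninduced wells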
VEEV TC-83 Vero = inhibitors of VEEV TC-83 cytopathic effect, confirmation, Vero cells (AID 588727) | Vero cells, VEEV TC-83 cytopathic effect inhibition; higher % means a stronger effect | one-dose inhibition, % at 20 µM; IC50 in µM for titrated hits | hit rate 0.13% among 350,000; in the data active = a potency from the dose series; inconclusive = inhibition mostly from about 14% at the one dose, without a potency; inactive = the rest, 99 in 100 with inhibition below about 12%; note: strong numbers were not always called active
tuberculosis growth = growth inhibition of non-replicating M. tuberculosis (AID 488890) | Mycobacterium tuberculosis non-replicating, growth inhibition; higher % means a stronger effect | one-dose inhibition, % at 25 µM; IC50 in µM for titrated hits | hit rate 0.39% among 320,000; in the data active = a potency from the dose series; inconclusive = inhibition mostly from about 82% at the one dose, without a potency; inactive = the rest, 99 in 100 with inhibition below about 76%;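 note: plate controls were DMSO cells for no effect and high antibiotic wells for full effect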
M. tuberculosis HTS = M. tuberculosis growth inhibition, HTS (AID 449762) | M. tuberculosis H37Rv growth inhibition, 7H9 media; higher % means a stronger effect | one-dose inhibition, % at 25 µM; IC50 in µM for titrated hits | hit rate 0.59% among 330,000; in the data active = a potency from the dose series; inconclusive = inhibition above about 70% without an active follow-up result;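 note: bacterial growth assessed after seven days of incubation; strong numbers were not always called active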
An asterisk follows results filed as active; i = inactive; ? = inconclusive; nt = not tested or not shown. Rows are unselected, and some 1.5% of all compounds hit somewhere here.

Under each structure – influenza NS1A | Salmonella PhoP GFP | VEEV TC-83 Vero | tuberculosis growth | M. tuberculosis HTS
> O=C1NC(=O)[C@]2(Cc3ccccc3N3CCN(c4ccccc4)CC32)C(=O)N1Cc1ccccc1 (stereo partly specified)
    2.1% | 11.2% | 7.7% | 48.7% | -8.8%
> COc1ccc(NC(=O)c2oc3ccccc3c2NC(=O)C2CC2)c(OC)c1
    -0.5% | -1.3% | 0.5% | -5.6% | 3.7%
> O=C(CCc1nnc(CCCCc2ccccc2)o1)NC(c1cccnc1)C(F)(F)F (stereo unspecified)
    1.5% | 7.2% | i | -9.6% | 6.1%
> O=C(COC(=O)C1CC1)NCCNC(=O)COC(=O)C1CC1
    -3.0% | 2.8% | 1.0% | -10.1% | 1.6%
> Cc1ccccc1CC1(CO)CCCN(C(=O)c2ccc3ncccc3c2)C1 (stereo unspecified)
    1.5% | 2.2% | 1.1% | 2.7% | 0.4%
> CCCCc1nc(NCC2CCCO2)c(C#N)c2c1COC(C)(C)C2 (stereo unspecified)
    2.8% | 6.4% | i | 2.0% | -1.6%
> CNC(=S)NC1(C)CCS(=O)(=O)C1 (stereo unspecified)
    nt | 6.0% | 0.3% | -14.3% | -2.4%
> CS(=O)c1ccccc1COC(=O)Nc1ccc(Cl)cc1 (stereo unspecified)
    0.2% | 4.5% | 0.5% | -4.4% | -1.9%
> CCC(=O)Nc1cccc(NC(=O)c2cccnc2)c1
    22.3% | -4.7% | 1.4% | 4.4% | -3.2%
> COc1cc(NC(=O)C2CC(c3cccc(Br)c3)=NO2)cc(OC)c1OC (stereo unspecified)
    0.2% | 4.1% | 3.5% | 7.9% | 10.5%
> CC(=O)c1ccccc1OC(=O)c1ccc(-c2ccccc2)cc1
    -4.2% | -2.8% | 1.1% | 44.9% | 7.2%
> COc1cc2c(cc1OC)-c1cc(Nc3ccccc3)nc(=O)n1CC2
    7.1% | 20.7% | 12.7% | 7.2% | 1.0%
> CCOC(=O)c1cnc(-c2ccc(C(F)(F)F)cn2)[nH]c1=O
    nt | -4.1% | 2.3% | 73.1% | 67.7%
> COc1ccc(S(=O)(=O)NC(C)C(=O)NCc2ccc3c(c2)OCO3)cc1OC (stereo unspecified)
    8.6% | -8.4% | i | -2.4% | -2.4%
> C=CCC1=C/C(=C\c2c(N)n3nc(CC(=O)N4CCOCC4)sc3nc2=O)C=C(OC)C1=O
    1.8% | 12.3% | 0.8% | -0.8% | 0.5%
> Cc1c(Br)c(C(F)(F)F)nn1CC(=O)NCCCn1ccnc1
    -7.4% | -2.3% | 2.5% | 6.5% | -7.5%
> Cc1ccc(C(C[N+](=O)[O-])c2c(N)n(C)c(=O)n(C)c2=O)cc1 (stereo unspecified)
    1.6% | 145µM* | ? | ? | ?
> CC(=O)Nc1ccc(NC(=O)c2ccco2)cc1
    -1.2% | 10.3% | i | -11.7% | -7.6%
> CN(CC(=O)NCc1ccco1)S(=O)(=O)c1ccc2c(c1)c(=O)n(C)c(=O)n2C
    -5.0% | -0.9% | 0.2% | -3.4% | 2.2%
> COc1ccc(N2CC(C)Cn3c2nc2c3c(=O)n(Cc3ccc(F)cc3)c(=O)n2C)c(OC)c1 (stereo unspecified)
    12.4% | -3.0% | 4.1% | 11.3% | 4.5%
> C=CCc1ccccc1OCCOc1ccc([N+](=O)[O-])cc1/C=N/NC(N)=O
    -0.9% | -4.6% | 1.0% | -18.1% | -2.0%
> Oc1ccccc1C=NCCCCCCN=Cc1ccccc1O
    -9.0% | 14.8% | 0.6% | 0.3% | -8.0%
> S=c1[nH]nc(-c2ccccn2)n1/N=C/c1cccc(Cl)c1
    -6.4% | 6.1% | 1.2% | -15.5% | -1.9%
> Cc1cc(C(=O)CCC(=O)Nc2ccc(S(N)(=O)=O)cc2)c(C)s1
    -9.4% | nt | 1.8% | 21.5% | -6.5%
> CC(C)N(C(C)C)S(=O)(=O)c1ccc(Cl)nc1
    4.3% | 3.5% | 3.7% | -1.6% | 4.4%
> CSc1ccc(C(=O)C2CCCN(C(=O)CCCn3cncn3)C2)cc1 (stereo unspecified)
    -12.5% | -38.8% | i | -9.7% | 7.2%
> O=C(CN1CCN(Cc2ccccc2Cl)CC1)N/N=C/C=C\c1ccccc1[N+](=O)[O-]
    6.4% | -5.5% | 0.1% | 7.8% | 3.7%
> Cc1ccc(-c2nn3c(=O)c(C)nnc3s2)cc1
    0.1% | -7.7% | 2.0% | 27.4% | -8.7%
> Cc1ccc(S(=O)(=O)NCC(=O)N(CC(=O)NCC2CCCO2)c2ccc(Cl)cc2)cc1 (stereo unspecified)
    3.8% | 6.4% | 0.1% | -9.2% | -3.3%
> O=C1CN(C(=O)COC(=O)Cc2ccccc2F)c2ccccc2N1
    4.3% | nt | 2.0% | 6.5% | 6.1%
> CC1(C)CC(=O)c2cnc(NC(=O)C3CCCC3)nc2C1
    4.1% | 1.1% | 3.0% | 12.3% | -2.7%
> O=C1NCC(O)=C1C=Nc1ccccc1O
    0.2% | 13.8% | 6.3% | 6.37µM* | 5.93µM*
> O=C(CN1C(=O)NC2(CCOc3ccccc32)C1=O)c1ccc(Br)cc1 (stereo unspecified)
    18.7% | -14.1% | 4.1% | 5.6% | -6.5%
> CC(=O)Nc1ccc(S(=O)(=O)N2CCc3ccccc3C2CC(=O)O)cc1 (stereo unspecified)
    -0.8% | 3.6% | 1.4% | -6.5% | 8.9%
> O=C(CNC(=O)c1ccc(Br)cc1)c1ccc(Br)cc1
    -1.1% | -3.1% | 1.8% | i | 9.0%
> c1ccc(NC2=NCCCS2)cc1
    -12.1% | 1.8% | 0.5% | 9.1% | -2.4%
> Cc1cc(C(=O)NNC(=O)c2ccc(C)s2)c(C)o1
    1.4% | -2.6% | 0.7% | 1.3% | 0.2%
> CCCC(=O)Nc1c2c(nn1-c1ccccc1)CSC2
    -2.9% | 11.5% | 2.0% | -0.6% | -6.5%
> CCN(CC)C(=O)COc1ccc(S(=O)(=O)N2CCCC2)cc1
    -10.7% | -2.7% | 0.3% | -2.5% | -2.1%
> O=C(c1ccco1)N1CCN(C(=O)c2ccc(-c3ccccc3Cl)o2)CC1
    -3.1% | nt | 10.5% | 4.3% | -4.1%
> CCOc1ncccc1C(=O)Nc1ccc(S(=O)(=O)Nc2nccs2)cc1
    1.6% | -11.9% | 2.9% | 29.0% | -3.3%
> O=C(COCC(=O)NCc1ccccc1)NCc1ccccc1
    0.2% | 2.5% | 1.1% | -0.8% | -7.4%
> CN1CCN(S(=O)(=O)c2cccc(C(=O)Nc3cccc(S(N)(=O)=O)c3)c2)CC1
    3.4% | -7.6% | 1.7% | -15.9% | 3.7%
> O=c1ccc2ccc(Oc3ccc([N+](=O)[O-])cc3Cl)cc2o1
    6.1% | -1.4% | 1.0% | 4.3% | 5.8%
> CCn1c(SCc2cccc(C)c2)nnc1-c1ccccc1
    4.2% | -9.7% | 1.4% | 24.0% | 4.3%
> Cc1ccc(S(=O)(=O)NCCCNC(=O)N2CCOCC2)cc1
    1.5% | -1.4% | 1.3% | -6.1% | -5.8%
> CCOc1ncccc1C(=O)OCC(=O)c1cc(C)n(Cc2ccco2)c1C
    16.9% | -7.5% | 6.4% | 32.9% | 3.4%
> CC1CCN(c2c(NCC3CCC(C(=O)NCc4ccccc4Cl)CC3)c(=O)c2=O)CC1 (stereo unspecified)
    0.8% | -4.7% | 3.8% | nt | -4.6%
> O=C(CCCN1C(=O)c2cccnc2C1=O)Nc1ccc(F)cc1Cl
    -17.9% | -10.8% | 0.8% | -7.7% | 7.2%
> O=C(Cc1ccccc1F)Nc1ccccc1-c1ccccc1
    5.9% | 0.8% | i | 13.6% | 2.8%
> CCOc1ccccc1N(CC(=O)Nc1cccnc1)S(C)(=O)=O
    0.2% | 1.1% | 1.1% | -13.3% | 0.5%
> COc1ccc(N2CCN(C(=O)CCC(=O)N3CCOc4ccc(C)cc43)CC2)cc1
    8.3% | -4.0% | i | 20.8% | 0.9%
> Cc1onc(-c2ccccc2Cl)c1C(=O)NC(=S)Nc1ccc(C(C)(C)C)cc1
    -0.2% | 5.2% | 12.6% | 74.5% | 2.0%
> COc1ccccc1NC(=O)c1ccc2nc(C)c(C)nc2c1
    -4.9% | -7.5% | 9.9% | -22.7% | -10.8%
> CCN(CC)C(=O)CSc1nnc(COc2cccc(C)c2)n1C
    nt | -7.3% | nt | -11.9% | -10.7%
> Cn1c(=O)c2c(ncn2CC(=O)Nc2ccccc2N2CCOCC2)n(C)c1=O
    3.2% | -12.9% | 6.5% | -7.2% | 0.4%
> O=C(N/N=C/c1ccco1)c1cccc(N2Cc3ccccc3C2)c1
    2.8% | -5.5% | 0.9% | 2.8% | -3.6%
> C[C@H](CO)N1C[C@H](C)[C@@H](CN(C)Cc2ccc(-c3ccccc3)cc2)Oc2c(NC(=O)c3ccncc3)cccc2C1=O
    9.8% | nt | 3.9% | 35.8% | 8.4%
> CC(=O)c1c(O)c2ccccc2n(C(C)C)c1=O
    8.6% | 1.3% | 2.3% | 22.1% | 8.2%
> COc1ccc([C@H]2CC(=O)C=C(c3cccc4c3Oc3ccccc3S4)C2)cc1
    1.9% | nt | 3.4% | -17.4% | -1.8%

(cont.)
Under each structure – influenza NS1A | Salmonella PhoP GFP | VEEV TC-83 Vero | tuberculosis growth | M. tuberculosis HTS
> Cn1cc(Br)c(C(=O)n2cc(Br)cn2)n1
    -6.7% | 3.2% | 0.9% | -6.6% | -4.7%
> Cc1nonc1NC(=O)CSc1nc2ccccc2cc1C#N
    -5.2% | 21.5% | 1.2% | -14.4% | 1.3%
> Cc1ccccc1NC(=O)Cc1nnc(N)s1
    0.0% | -1.0% | 2.4% | -9.1% | -9.5%
> O=C(CCc1nnc2ccc(N3CCC4(CC3)OCCO4)nn12)Nc1cc(F)ccc1F
    -0.2% | 4.5% | 2.2% | -8.5% | 4.2%
> COc1cccc(C(=O)OCC(=O)c2[nH]c(C)c(C(C)=O)c2C)c1
    -11.1% | nt | 3.2% | 12.0% | -2.4%
> COC(=O)Nc1nc(-c2ccccc2)c(C(=O)c2ccccc2)s1
    -5.7% | -17.8% | 10.0% | 4.8% | -1.8%
> Cc1nn(-c2ccccc2)c(NC(=O)c2cccs2)c(-c2ccccc2)c1=O
    -4.6% | -9.6% | 2.2% | -12.1% | 0.3%
> COc1cccc(/C=C2\Oc3cc(OCC(=O)N4CCCCC4)ccc3C2=O)c1OC
    -3.5% | -10.7% | 10.2% | 37.0% | -1.1%
> O=C(C[C@H]1C/C=C\CCC(=O)O[C@@H](c2ccccc2)CNC1=O)NCCO
    -4.6% | nt | 0.2% | -1.9% | -3.2%
> O=C(Nc1ccc(S(=O)(=O)Nc2cnc3ccccc3n2)cc1)c1cccc(OC(F)F)c1
    0.5% | 7.5% | 5.1% | 15.5% | 8.1%
> CCOc1cccc(C(=O)Nc2nnc(-c3ccco3)s2)c1
    0.6% | 8.4% | 4.0% | 8.3% | -5.1%

Twelve entries already listed, sorted by formula weight, falling.
Under each structure – influenza NS1A | Salmonella PhoP GFP | VEEV TC-83 Vero | tuberculosis growth | M. tuberculosis HTS
> C[C@H](CO)N1C[C@H](C)[C@@H](CN(C)Cc2ccc(-c3ccccc3)cc2)Oc2c(NC(=O)c3ccncc3)cccc2C1=O
    9.8% | nt | 3.9% | 35.8% | 8.4%
> O=C(Nc1ccc(S(=O)(=O)Nc2cnc3ccccc3n2)cc1)c1cccc(OC(F)F)c1
    0.5% | 7.5% | 5.1% | 15.5% | 8.1%
> O=C(CCc1nnc2ccc(N3CCC4(CC3)OCCO4)nn12)Nc1cc(F)ccc1F
    -0.2% | 4.5% | 2.2% | -8.5% | 4.2%
> COc1cccc(/C=C2\Oc3cc(OCC(=O)N4CCCCC4)ccc3C2=O)c1OC
    -3.5% | -10.7% | 10.2% | 37.0% | -1.1%
> COc1ccc([C@H]2CC(=O)C=C(c3cccc4c3Oc3ccccc3S4)C2)cc1
    1.9% | nt | 3.4% | -17.4% | -1.8%
> O=C(C[C@H]1C/C=C\CCC(=O)O[C@@H](c2ccccc2)CNC1=O)NCCO
    -4.6% | nt | 0.2% | -1.9% | -3.2%
> Cn1cc(Br)c(C(=O)n2cc(Br)cn2)n1
    -6.7% | 3.2% | 0.9% | -6.6% | -4.7%
> O=C(N/N=C/c1ccco1)c1cccc(N2Cc3ccccc3C2)c1
    2.8% | -5.5% | 0.9% | 2.8% | -3.6%
> COc1cccc(C(=O)OCC(=O)c2[nH]c(C)c(C(C)=O)c2C)c1
    -11.1% | nt | 3.2% | 12.0% | -2.4%
> Cc1nonc1NC(=O)CSc1nc2ccccc2cc1C#N
    -5.2% | 21.5% | 1.2% | -14.4% | 1.3%
> CCOc1cccc(C(=O)Nc2nnc(-c3ccco3)s2)c1
    0.6% | 8.4% | 4.0% | 8.3% | -5.1%
> Cc1ccccc1NC(=O)Cc1nnc(N)s1
    0.0% | -1.0% | 2.4% | -9.1% | -9.5%
